INS promoter inh: TRM-6 insulin promoter activity inhibition. TRM-6 cells (human fetal islet line), insulin promoter-eGFP reporter, imaging; reporter expression induced with tamoxifen. inhibition, % at 2 µM. 0.9% of 130,000 active. AID 1273;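 active = inhibition above the mean plus 3 SD, with well images judged a real hit on visual review, cut at about 60% in these data, passing the limit was not always enough; inconclusive = inhibition over the cutoff but images rejected on review; inactive = inhibition not above the cutoff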
SDO1 yeast rescue: sdo1-depleted yeast growth rescue. S. cerevisiae sdo1-depleted JHY4D growth rescue, OD600 30 h; stronger effect = higher value; pdr5 snq2 efflux-pump mutant strain. z-score at 10 µM. 0.21% of 140,000 active;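 active = z-score above 3 at both the 24 hr and the 30 hr optical density reads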;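 also: z-score against mean and SD of all compound wells on the same plate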
SDO1 yeast rescue Rescue 24 h: recorded beside SDO1 yeast rescue, whose call it bears; z-score; S. cerevisiae sdo1-depleted JHY4D growth rescue, OD600; measured here: growth rescue at 24 h;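 0 is the plate mean of compound wells and units are plate SD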
Starred values were filed as active, the others as inactive; i = inactive; ? = inconclusive; · = not tested or not shown.

Each structure is followed by: INS promoter inh, SDO1 yeast rescue, SDO1 yeast rescue Rescue 24 h
N#CC1=C(SCc2ccccc2)NC2=C(C(=O)CCC2)C1c1ccc2c(c1)OCO2 (stereo not given)
    ·, 0.05, 0.04
CC1Cc2ccccc2N1C(=O)Cn1cnc2ccccc21 (stereo not given)
    -11, ·, ·
O=[N+]([O-])c1ccccc1S(=O)(=O)n1cnc2ccccc21
    17, ·, ·
Cc1ccc(-c2nnc(SCC#CCOC(=O)c3ccco3)o2)cc1
    -11, -1.6, -0.54
COc1ccc(Cl)cc1S(=O)(=O)Nc1cccc(C(=O)O)c1
    ·, 0.38, -0.08
O=C1NC(=O)/C(=C\c2ccc(OCc3cccc([N+](=O)[O-])c3)cc2)N1
    0, ·, ·
COCC(=O)OCC(=O)Nc1cc(C)c(C)cc1[N+](=O)[O-]
    12, -0.79, -1.6
O=c1oc2ccccc2c(NCc2ccccc2F)c1[N+](=O)[O-]
    -10, -0.2, 0.15
Cc1ccc(-c2nnn(CC(=O)N(CC(=O)NCC3CCCO3)c3ccccc3)n2)o1 (stereo not given)
    i, 0.9, -0.14
Cc1ccc(C)c(N(C(=O)Cn2nnc3ccccc32)C(C(=O)NC(C)(C)C)c2ccsc2)c1 (stereo not given)
    -70, -0.58, 0.79
CCC(C)(C)NC(=O)CN(Cc1cccs1)C(=O)CNS(=O)(=O)c1ccc(C)cc1
    37, -0.61, -0.55
O=C(Cn1cccc1)N1CCc2ccccc21
    ·, 0.12, -0.27
c1ccc(N2CCN(c3nc(-c4ccccn4)nc4ccccc34)CC2)cc1
    ·, -2.3, -1.5
CCC1(C)Cc2c(sc3[nH]c(=O)[nH]c(=O)c23)CS1 (stereo not given)
    50, 0.5, 0.38
CC(C)(C)NC(=O)C1CC(=O)OC12CCCCC2 (stereo not given)
    9, 0.79, 0.58
CCCc1nnc(NC(=O)CSc2ncn[nH]2)s1
    ·, 0.89, 0.16
CCN(CC(=O)Nc1ccccc1OC)C(=O)COc1ccc2ccccc2c1
    -30, -0.38, -0.21
Cc1ncoc1C(=O)Nc1ccccc1C(N)=O
    -44, 1.3, 0.87
O=C(N/N=C/c1cccs1)c1ccc2ncccc2c1
    5, ·, ·
COc1ccc(C(=O)NC(C)c2nnc(SCC(=O)Nc3nc(C)cs3)n2C)cc1 (stereo not given)
    9, 1.5, 1.2

Copied from the results shown, six compounds:
Each structure is followed by: INS promoter inh, SDO1 yeast rescue, SDO1 yeast rescue Rescue 24 h
N#CC1=C(SCc2ccccc2)NC2=C(C(=O)CCC2)C1c1ccc2c(c1)OCO2 (stereo not given)
    ·, 0.05, 0.04
CC1Cc2ccccc2N1C(=O)Cn1cnc2ccccc21 (stereo not given)
    -11, ·, ·
O=[N+]([O-])c1ccccc1S(=O)(=O)n1cnc2ccccc21
    17, ·, ·
Cc1ccc(-c2nnc(SCC#CCOC(=O)c3ccco3)o2)cc1
    -11, -1.6, -0.54
COc1ccc(Cl)cc1S(=O)(=O)Nc1cccc(C(=O)O)c1
    ·, 0.38, -0.08
O=C1NC(=O)/C(=C\c2ccc(OCc3cccc([N+](=O)[O-])c3)cc2)N1
    0, ·, ·

Continued:
Each structure is followed by: INS promoter inh, SDO1 yeast rescue, SDO1 yeast rescue Rescue 24 h
Fc1ccc(N/N=C(/c2ccccc2)c2ccccn2)cc1
    17, -1.7, -1.4
c1ccc2sc(NC3=NCN(CCN4CCOCC4)CN3)nc2c1
    -133, ·, ·
CC1=CC(C)(C)N2C(=O)C3(C(C#N)=C(N)Oc4cc(O)ccc43)c3c(C)c(C)cc1c32 (stereo not given)
    -42, 0.11, 0.66
CCOc1ccccc1NC(=O)COC(=O)c1cccc(-c2ccc(OC(C)=O)cc2)c1
    ·, -0.51, 0.11
COc1ccc(CNC(=O)CN2CCC(C(=O)c3ccc(OC)cc3)CC2)cc1
    ·, 0.82, 0.27
CC1CN(C(=S)SCCN2Cc3ccccc3C2=O)CC(C)O1 (stereo not given)
    0, 0.26, 0.21
COc1ccc(O)c(C2=Nc3ccccc3N=C(c3ccco3)C2)c1
    -40, 0.26, 1.8
CC(NC(=O)C1CCCCC1)c1ccc2c(c1)OCCO2 (stereo not given)
    60, 0.5, -0.01
CS(=O)(=O)Nc1ccc(C(=O)NCCSC2CCCCC2)cc1
    -42, 0.17, 0.03
CCCCSc1ncc(C(=O)OCC)c(N)n1
    80*, -0.7, -1.1
COc1ccc(/C(N)=N/OC(=O)CSc2ccc(C)cc2)cc1
    -7, -0.64, -0.96
CC(=O)c1cccc(NC(=O)C2CC(=O)N(c3cccc(C)c3C)C2)c1 (stereo not given)
    ·, 0.16, 0.52
CCC(CC)c1nnc(NC(=O)c2ccc(N3CCCCC3)c([N+](=O)[O-])c2)s1
    31, -0.3, 0.28
CC(C)CCNC(=O)CSc1nc2ccccc2c(=O)[nH]1
    34, -0.63, -0.71
CC(C)CCOCC(=O)Oc1ccccc1C(=O)O
    ·, 0.95, 0.84
CNC(=S)Nc1cc(C(F)(F)F)ccc1Cl
    10, -0.66, -0.61
CC(C)Oc1cccc(C(=O)NC2=NCCS2)c1
    50, ·, ·
CCn1c(=N)n(CC(=O)OC)c2ccccc21
    36, 0.15, 0.58
CCCCC(C(=O)O)C(C)CC(=O)NNC(=O)c1ccco1 (stereo not given)
    -8, ·, ·
Cc1cc(=O)oc2cc(OCC(=O)N3CC(C)OC(C)C3)ccc12 (stereo not given)
    54, 1.3, 1.3
CCCCC(=O)NC(=S)NNC(=O)CC#N
    61, 0.72, 0.22
O=C(/C=C/c1cccc(Cl)c1)NCc1cccs1
    -35, -1.1, -0.03
O=C(NNC(=O)c1cccs1)c1ccc([N+](=O)[O-])cc1
    -42, ·, ·
Cc1ccc(Nc2cc(-n3nc(C)cc3C)ncn2)cc1
    10, -0.77, -0.49
CN1c2ccccc2-c2nc3ccccc3n2C1c1ccco1 (stereo not given)
    ·, -1.9, -0.91
Cc1nc2c3ccccc3n(Cc3ccccc3F)c2s1
    -17, -1.3, -0.87
COc1cc(C=C(c2nc3ccccc3s2)c2nc3ccccc3s2)cc(OC)c1O
    -32, -1.2, -1.1
Cc1cc(NC(=O)CN2C(=O)CC(c3ccco3)Sc3ccccc32)no1 (stereo not given)
    ·, 0.94, 0.7
Cc1ccc2onc(CC(=O)O)c2c1
    ·, -0.53, -0.47
CN(C(=O)CSc1nnc2ccccn12)C1CCS(=O)(=O)C1 (stereo not given)
    50, 1.7, 1.6
O=C1C(C2=NC(C(=O)O)C3C(=O)N(c4ccccc4)C(=O)C23)=C(O)c2ccccc21 (stereo not given)
    ·, 1.7, 2.5
O=C(O)CNC(=O)/C(=C\c1ccc2c(c1)OCO2)NC(=O)c1ccc(Br)cc1
    0, ·, ·
CC(=O)Nc1ccc(OCC(O)Cn2c3ccccc3c3ccccc32)cc1 (stereo not given)
    13, -0.76, -0.41
O=C(/C=C/c1ccc(Cl)cc1Cl)NCCSCc1ccccc1
    9, -1.4, -1.4
CCOc1ccc(C2C(C(=O)c3ccco3)=C(O)C(=O)N2CCCn2ccnc2)cc1 (stereo not given)
    -42, 0.28, -0.07
CC(=O)c1ccccc1NC(=O)CN1C(=O)CS/C1=C\c1nc(-c2ccc(C)cc2)cs1
    24, ·, ·
COC(=O)CSC1=C(C#N)C(c2ccc3c(c2)OCO3)C2=C(CCCC2=O)N1 (stereo not given)
    -3, 0.81, 0.73
CSCCOC(=O)C1=C(C)Nc2ccc(C)cc2S1
    36, 0.38, 0.05
Cc1oc(-c2cccc(Cl)c2)nc1CN1CCC(C(=O)NCc2cccnc2)CC1
    ·, 0.5, 0.05
CCCCn1nc2cc(C(=O)NCCCCc3ccccc3)ccc2c1OCC
    ·, -0.75, -0.41

Single records, as listed above. Order of screens: INS promoter inh, SDO1 yeast rescue, SDO1 yeast rescue Rescue 24 h
Entry for O=C(O)CNC(=O)/C(=C\c1ccc2c(c1)OCO2)NC(=O)c1ccc(Br)cc1 = 0, ·, ·
Entry for CCOc1ccc(C2C(C(=O)c3ccco3)=C(O)C(=O)N2CCCn2ccnc2)cc1 (stereo not given) = -42, 0.28, -0.07
Entry for CC(=O)c1ccccc1NC(=O)CN1C(=O)CS/C1=C\c1nc(-c2ccc(C)cc2)cs1 = 24, ·, ·
Entry for O=C(/C=C/c1cccc(Cl)c1)NCc1cccs1 = -35, -1.1, -0.03
Entry for O=C(/C=C/c1ccc(Cl)cc1Cl)NCCSCc1ccccc1 = 9, -1.4, -1.4

(cont.)
Each structure is followed by: INS promoter inh, SDO1 yeast rescue, SDO1 yeast rescue Rescue 24 h
Cc1ccc(C2(c3ccc(C)cc3)CC2C(=O)Nc2ccc([N+](=O)[O-])cc2O)cc1 (stereo not given)
    ·, -1.7, -1.2
CCn1c2ccccc2c2cc(NC(=O)CSc3nnc(-c4cccc(Cl)c4)o3)ccc21
    ·, -0.45, -0.11
Cc1ccccc1Nc1nc(-c2sc(NC(=O)c3cccc(Cl)c3)nc2C)cs1
    27, -0.33, 0.2
CCC(C)c1ccc(NC(=O)C2CCCN(c3ncccn3)C2)cc1 (stereo not given)
    -17, -0.43, -0.05
CN(C)CCn1c(NC(=O)c2ccc(Cl)cc2)nc2ccccc21
    ·, -0.58, -0.69
CCCOC(=O)c1c(NC(=O)/C=C/c2cnn(C)c2C)sc(C(=O)OCC)c1C
    -4, -1.1, -2.3
CCOC(=O)c1c(C)[nH]c(C)c1C(=O)CSc1nnc(-c2ccc(OC(F)F)cc2)o1
    58, -1.9, -1.1
CCC(=O)Nc1nnc(SCc2ccc(F)cc2)s1
    -40, -0.6, -0.48
CN(C)CCNC(=O)c1cccc(S(=O)(=O)Nc2ccccc2F)c1
    -6, ·, ·
O=C(NCc1ccco1)c1nc2c(nnn2Cc2cccc(Cl)c2)c(=O)[nH]1
    -20, 0.81, -0.38
CC(=O)NC(=S)Nc1ccccc1N1CCN(C(=O)c2ccccc2)CC1
    40, ·, ·
Cc1ccc(NCc2nnc(SCC(=O)Nc3ccccc3)n2CC2CCCO2)c(C)c1 (stereo not given)
    -24, -0.75, -0.67
O=C(Nc1ccccc1O)c1ccccc1O
    ·, 0.16, -0.46
COc1cc(C(=O)Nc2cccc3ncccc23)cc(OC)c1OC
    ·, 0.02, -0.48
O=C(CNCc1ccc(Cl)cc1)NCc1ccco1
    -15, 0.23, -0.53
Nn1c(Cc2cccc3ccccc23)nnc1SCC(=O)N1CC(=O)Nc2ccccc21
    -11, 0.21, -0.81
CN(C)CCNc1ncnc2c1cnn2-c1ccc(Cl)cc1
    ·, 0.82, 0.39
COc1cc2c(cc1OC)CN(C(=O)CCCOc1ccc(Cl)cc1Cl)CC2
    34, -0.52, 0.81
O=S(=O)(c1ccc(NC(=S)NCCc2ccccc2)cc1)N1CCOCC1
    -16, 0.64, 1.1
CCCS(=O)(=O)N1CCC(C(=O)NCCc2ccc(C)cc2)CC1
    ·, 0.51, 0.96
CCCn1nnc(NC(=O)c2ccc(-c3cc(Cl)ccc3Cl)o2)n1
    31, ·, ·
O=C(Cn1cc2c(n1)CCCC2)NC1CCN(Cc2ccccc2)CC1
    ·, -0.6, -1.2
Cc1ccc(C(=O)N(CC(=O)Nc2ccc(Cl)c(Cl)c2)Cc2ccco2)cc1
    4, -1.3, -1.2
CCOc1ccccc1NC(=O)c1cnc2n(c1=O)CCS2
    -14, -0.27, -0.45
CCOCCCNC(=S)NCCCNc1nc2ccc(C)cc2cc1C#N
    -20, ·, ·
Cn1c(CC(=O)Nc2ccccc2C(F)(F)F)c(Sc2ccccc2)c2ccccc21
    -21, -0.34, 0.98
CCn1c(=O)c2cc(S(=O)(=O)NC3CCCCC3)ccc2n(CC)c1=O
    54, 0.25, -0.17
CCOCCCNC(=O)C(NC(=O)c1ccc(NC(C)=O)cc1)c1ccc(OC)cc1 (stereo not given)
    31, 1.7, 1.2
CCC(C)(C)n1nnnc1C(c1cc2ccc(OC)cc2[nH]c1=O)N1CCc2ccccc2C1 (stereo not given)
    15, -1.2, -0.02
Cc1ccc(S(=O)(=O)n2nc(OC(=O)C(C)(C)C)cc2N)cc1
    21, 1.1, 1.1
Cc1cccc(CSc2nnnn2-c2ccccc2)c1
    25, -0.14, -0.07
COc1ccccc1-n1cnnc1SCC(=O)c1c[nH]c2ccccc12
    -10, 0.16, -0.2
Cc1cccc(C)c1NC(=O)CC(NCc1ccco1)C(=O)O (stereo not given)
    -5, 0.27, 0.04
O=C(C1CCN(S(=O)(=O)c2ccc(F)cc2)CC1)N1CC=C(c2ccccc2)CC1
    ·, -1.3, -1.1
CCCSc1nnc2nc(C)cc(C)n12
    ·, -0.28, 0.7
COC(=O)C1=C(C)N(c2cc(C)cc(C)c2)/C(=C/c2ccc(O)cc2)C1=O
    0, ·, ·
COc1ccccc1CNC(=O)C(C)NS(=O)(=O)c1ccccc1 (stereo not given)
    -65, 0.57, 0.5
O=C(CCN1CCCCCC1)Nc1cccc(F)c1
    -6, -0.3, -0.68
CCN(CC)C(=O)N1CCc2ccccc2C1CN1C(=O)c2ccccc2C1=O (stereo not given)
    -10, ·, ·
Cc1ccc(S(=O)(=O)N/N=C\c2cccnc2)cc1
    3, 0.4, -0.1
O=C(c1ccc(-n2cnnn2)cc1)N1CCCCC1
    ?, 0.93, 0.53
COc1ccccc1NC(=O)Cn1c(=O)sc2ccccc21
    ·, 0.24, 0.13
COc1cccc(C(=O)CN(C(=O)c2ccc(Cl)c(Cl)c2)N2C(=O)C3CCCCC3C2=O)c1 (stereo not given)
    14, -0.44, -0.7
COCCCNC(=O)c1c(-c2ccccc2)noc1C
    -50, 0.84, 1.1
COCc1nc(-c2ccc(-c3ccc(C)cc3)nc2OC)no1
    38, -0.83, -0.71
COc1ccc(C(CCNCc2ccccc2)c2ccc(F)cc2)cc1 (stereo not given)
    ·, -0.72, -0.95
CCn1c(SCc2cc(=O)[nH]c3ccccc23)nc2c1c(=O)n(C)c(=O)n2C
    30, ·, ·
